From PubChem BioAssay
PMI activator = increases human mannose-6-phosphate isomerase activity; hit rate 0.005% among 190,000; activation factor at 20 µM; AID 1214; purified human PMI, coupled resazurin fluorescence, 20 min; stronger effect = higher value; 1 = vehicle control, 0 substrate-free wells; P34949;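 active = activation factor of 2 or more at 20 µM, relative to plate controls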
Target sequence (P34949 whole entry, looked up): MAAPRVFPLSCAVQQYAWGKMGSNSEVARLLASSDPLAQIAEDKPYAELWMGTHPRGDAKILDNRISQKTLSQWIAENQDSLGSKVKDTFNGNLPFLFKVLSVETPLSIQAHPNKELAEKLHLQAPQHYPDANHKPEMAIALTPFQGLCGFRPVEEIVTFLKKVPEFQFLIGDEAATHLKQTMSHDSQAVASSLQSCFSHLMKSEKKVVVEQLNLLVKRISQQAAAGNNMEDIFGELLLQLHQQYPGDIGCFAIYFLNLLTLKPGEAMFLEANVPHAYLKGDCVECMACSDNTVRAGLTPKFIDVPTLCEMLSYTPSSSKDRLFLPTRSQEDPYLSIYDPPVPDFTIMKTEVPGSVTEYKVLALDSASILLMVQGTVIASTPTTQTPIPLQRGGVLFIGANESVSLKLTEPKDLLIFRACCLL
PMI act satM6P = PMI (human) activation, high substrate | P34949 | coupled PMI enzyme assay, resazurin fluorescence, 20 min; stronger effect = higher value; 1 = untreated enzyme, 0 = substrate-free blank | activation factor at 20 µM | hit rate 0.34% among 190,000 | AID 1216;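 active = activation factor of 2 or more at 20 µM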
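Test system: human PMI in coupled enzyme assay; Input: PMI at 15 ng/mL final; Medium: HEPES buffer, pH 7.4; Schedule: 20 min incubation at room temperature; Technique: resorufin fluorescence at Ex 544/Em 590 nm; Compound: 20 µM single dose; Probe or stimulus: Near-saturating mannose-6-phosphate, 1.0 mM.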
TNAP inh hi DEA = TNAP (human) inhibition, high acceptor. P05186. purified TNAP, CDP-star luminescence, 1 M DEA. inhibition, % at 20 µM. hit rate 0.03% among 200,000. AID 1135;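 active = over 50% inhibition of tissue-nonspecific alkaline phosphatase at 20 µM in the single-dose screen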;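 also: plate controls were DMSO wells for no effect and EDTA-quenched wells as full inhibition for full effect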
Lmaj promast = inhibitors of Leishmania major promastigote growth; hit rate 9% among 200,000; Leishmania major promastigotes, resazurin fluorescence viability; inhibition, % at 10 µM; in the data active = inhibition above about 50%;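 also: promastigotes grown with compound for 44 hours at 28 °C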
Efa HMGR inh = E. faecalis class II HMG-CoA reductase inhibition. inhibition, % at 10 µM. hit rate 0.41% among 190,000. purified E. faecalis HMGR, NADPH absorbance 340 nm kinetic;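 active = inhibition above a set limit, the median over all tested compounds plus 3 SD, cut at about 9.5% in these data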;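 also: enzyme runs in reverse so mevalonate oxidation gives rising NADPH absorbance; 0% = complete reaction with DMSO and 100% = background rate lacking mevalonate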
DTT redox prof = compounds producing H2O2 with reducing agent – biochemical, NIH compound library profiling, artefact control for MLSCN library redox annotation, primary screen; DTT-dependent redox cycling H2O2, phenol red/HRP absorbance; 100% = 100 µM peroxide control, 0% = buffer; activation, % at 10 µM; AID 878; hit rate 0.03% among 200,000;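 active = activation of at least 50% relative to the plate's high and low controls in the primary single-dose screen; inactive = activation below 50%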;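 also: compound incubated with DTT at 0.8 mM final as the reducing agent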
RAM inhibit = yeast RAM network inhibition | S. cerevisiae dse1pr::URA3 reporter, 5-FOA growth OD615, 2 d; analog-sensitive cbk1-as2 kinase mutant strain | inhibition, % at 50 µM | hit rate 1.8% among 190,000 | AID 868;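 active = inhibition above a set limit, 3 SD over mean compound inhibition, cut at about 8.4% in these data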;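 also: 0% = DMSO-only wells with no growth and 100% = 10 µM 1-NA-PP1 full growth; inhibition rescues growth on 5-FOA so higher OD means more RAM inhibition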
TNAP inh noacc = inhibitors of human TNAP without phosphate acceptor; P05186; purified TNAP, CDP-star luminescence, 30 min; inhibition, % at 20 µM; hit rate 0.26% among 200,000; AID 1012;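 active = tissue-nonspecific alkaline phosphatase inhibition above about 50% at 20 µM in the single-dose screen, limit read from the data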;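 also: 0% = DMSO negative control and 100% = EDTA positive control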
S1P3 antag = blocks the human S1P3 receptor; Q99500; CHO S1P3 NFAT-BLA reporter, FRET fluorescence, antagonist mode; inhibition, % at 4.98 µM; hit rate 0.27% among 170,000;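 active = inhibition above the plate cutoff, the mean inhibition of test wells on that plate plus 3 SD, cut at about 28% in these data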;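 also: cells challenged with S1P at its EC80 of 0.8 µM; blue over green emission ratio from cleaved BLA substrate after 4 h stimulation; 0% = S1P-stimulated wells and 100% = unstimulated DMSO-only wells; some compounds past the cut are filed as inactive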
Target sequence (Q99500 whole entry, looked up): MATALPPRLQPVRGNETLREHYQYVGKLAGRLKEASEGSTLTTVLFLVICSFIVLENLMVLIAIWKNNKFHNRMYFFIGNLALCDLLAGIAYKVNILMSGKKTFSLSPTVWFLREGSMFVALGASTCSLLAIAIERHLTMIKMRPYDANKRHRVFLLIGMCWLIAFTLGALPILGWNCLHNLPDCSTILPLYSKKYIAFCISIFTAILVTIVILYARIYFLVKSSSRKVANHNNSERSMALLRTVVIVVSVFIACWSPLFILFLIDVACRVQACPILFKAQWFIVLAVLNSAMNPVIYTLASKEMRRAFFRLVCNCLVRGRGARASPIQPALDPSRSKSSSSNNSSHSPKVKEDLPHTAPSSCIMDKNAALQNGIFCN
Hsp70 activator = switches on Hsp70 transcription. hit rate 0.04% among 200,000. activation, % at 10 µM. HeLa Hsp70 promoter luciferase reporter, luminescence; scaled: vehicle 0, proteasome-inhibitor control 100%;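 active = activation above the mean across all tested compounds plus 3 SD, cutoff set per campaign, cut at about 5.5% in these data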;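 also: 100% = MG132 at 30 µM as the positive control and 0% = DMSO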
* hit, by the source's call; / = no result given; & = joins results of further samples. An unsorted share of the library, and some 12% of all compounds hit somewhere here.

SMILES	PMI activator	PMI act satM6P	TNAP inh hi DEA	Lmaj promast	Efa HMGR inh	DTT redox prof	RAM inhibit	TNAP inh noacc	S1P3 antag	Hsp70 activator
O=C(CCCCCNc1nc(=S)[nH]c2ccccc12)NCc1ccccc1Cl	1	1	-5	32	1	0.1	0.0	-9	3	0.1
CN(Cc1cccc(-n2cccn2)c1)C(=O)CCc1nnc(C2CCCCC2)o1	1	1	-2	-1	-4	-1.0	0.3	-4	-2	0.6
Cc1cc(OCC(=O)O)c2ccccc2n1	1.1	1	-4	1	-2	-2.3	-0.1	-13	-7	0.4
CCOc1ccc(C(=O)Nc2cc(C)on2)cc1	1	1	-6	-5	1	-0.2	2.7	-10	12	-0.1
O=C(CSCc1ccccc1)N1CCN(c2ccc(F)cc2)CC1	0.9	1	-5	-4	-1	0.5	0.8	-11	/	-0.2
COc1cc(OC)c(C2=NOC(C(=O)N3CCCc4ccccc43)C2)cc1Cl (centres undefined)	1	1.1	-9	6	-2	0.1	5.4	-8	/	0.0
O=C(CN1c2cccc3cccc(c23)S1(=O)=O)N1CCOCC1	1	0.8	-5	-8	0	-0.7	0.0	-10	-32	-0.3
CCOCCCNCc1ccc(Cl)cc1	0.9	1	-2	69*	0	0.3	0.5	-14	4	-0.3
Cc1nc2cc(NC(=O)CCS(=O)(=O)c3ccccc3)ccc2s1	0.9	0.9	-2	-4	-2	0.8	0.4	-9	9	0.2
COc1ccc(CCNC(=O)COc2ncnc3ccccc23)cc1	1.1	1.1	-4	-7	-2	0.0	0.1	-24	-18	-0.1
Cc1c(NC(=O)C(C)Oc2ncnc3ccccc23)c(=O)n(-c2ccccc2)n1C (centres undefined)	1	0.9	-1	-6	-5	3.1	0.7	-13	10	0.1
CSc1nc(-c2ccccc2)ccc1C(N)=O	0.9	0.9	6	-6	-7	1.6	1.4	-2	-9	0.2
Cc1noc(C)c1COc1ccc(C(=O)O)cc1	/	/	-4	-5	1	-0.2	0.5	-11	-13	0.2
CCC(C)NCCOCCOc1ccccc1-c1ccccc1 (centres undefined)	1	1	-6	85*	-5	0.1	2.6	-15	/	-0.3
CCOC(=O)N1CCC(NC(=O)CCN2C(=O)COc3ccccc32)CC1	0.9	1	-5	-3	-1	2.3	1.0	-16	-4	0.0
COCCCNCC1C(Oc2ccc(Cl)cc2)C(=O)N1c1ccccc1C (centres undefined)	0.9	1.1	0	84*	-8	-0.4	0.3	-9	0	-0.6
CC1CCCC(C)N1C(=S)SCC(=O)O (centres undefined)	0.9	1	-4	-3	-1	-1.2	1.3	-8	-15	-0.1
COc1ccc(Cl)cc1Nc1nc(NCCO)nc(N2CCCC2)n1	0.8	0.8	0	16	-3	0.0	1.3	-6	9	-0.3
O=C(CCn1cccc1)Nc1ccc(OC(F)(F)F)cc1	1	1	2	-4	-1	-0.8	-0.6	-6	1	1.3
Cn1c(C(=O)NCCCN2CCCCC2)cc2sccc21	1	1	1	74*	2	-1.7	0.3	-2	-23	-0.4
N#CC1=C(SCC(=O)Nc2ccccc2)NC(=O)CC1c1ccc(O)cc1 (centres undefined)	0.9	0.8	-5	-1	3	-1.2	2.4	-17	-14	-0.1
CCOC(=O)c1ccc(NC(=O)C2CC(=O)Nc3nc4ccccc4n32)cc1 (centres undefined)	1	1.1	-1	-5	-1	-0.3	6.3	-26	-16	-0.2
CN(C)c1cccc(C(=O)OCC(=O)Nc2ccccc2Cl)c1	1.1	1	-2	-7	-8	-0.1	1.3	-7	-6	0.0
Cc1cccc(-c2nc(NCCCN3CCOCC3)c3ccccc3n2)c1	1	1	6	100*	5	-0.1	1.0	-2	/	0.2
COC(=O)[C@@H]1C[C@H]1[C@@H](NS(=O)(=O)c1ccccc1)c1ccccc1	0.9	0.9	-2	-1	-1	0.7	1.6	-6	-10	-0.1
O=C(c1ccc(F)cc1)N1CCCC(c2nc(-c3cccs3)no2)C1 (centres undefined)	1	1	-1	5	0	-1.7	0.8	-5	4	0.0
O=[N+]([O-])c1cc(-c2nnc(-c3ccccc3)o2)ccc1Oc1ccc(Cl)cc1	1	1.1	2	-9	3	0.5	1.3	12	-2	-0.1
COc1ccc(NC(=O)Cn2nnc(C(=O)NCCc3ccc(OC)c(OC)c3)c2N)cc1	1	1	-6	-7	-3	-8.1	2.0	-6	/	-0.4
O=C(NCCc1nc2ccccc2[nH]1)Nc1ccccc1	1	0.9	-2	-1	0	-1.3	0.8	-8	-28	-0.4
O=C(O)/C=C/C(=O)NC1CCCCC1	0.8	1	-1	-9	0	-0.2	0.4	-2	13	0.1
CC(=O)C(C)Oc1ccc2c3c(c(=O)oc2c1)CCCC3 (centres undefined)	1	0.9	-1	-1	-3	1.9	0.7	-8	-8	0.0
O=C(N/N=C/C=C/c1ccc([N+](=O)[O-])cc1)c1cccs1	1	0.9	10	-6	-8	-6.3	2.9	4	/	0.4
CCNC(=O)/C(=C\C=C\c1ccccc1)NC(=O)c1ccc(Br)o1	1.1	1.1	-3	-4	-3	-0.3	3.7	-8	-8	-0.3
CSc1ccc(/C=C(/Sc2nnc(-c3ccccc3)o2)C(=O)O)cc1	1	1	2	0	6	-0.1	3.5	-8	-11	-0.4
O=C(CCN1C(=O)C2(OCCO2)c2ccccc21)c1ccccc1	1.1	1.1	-6	2	-3	-4.0	0.7	-1	-10	0.0
CNC(=S)N(Cc1ccc(OC)cc1)Cc1cc2cc(C)ccc2[nH]c1=O	0.9	0.9	-7	-5	-2	0.0	8.5*	-14	-5	-0.3
FC(F)(F)c1cccc(Cn2nnnc2-c2cccc(C(F)(F)F)c2)c1	0.8	0.8	-3	11	-2	-3.5	3.1	-10	/	-0.2
CN(C(=O)CCn1c(=S)oc2ccccc21)c1ccc(F)cc1	1	1	-6	-1	4	0.9	1.1	-16	-19	0.0
O=C(CN1C(=O)c2cccc3cccc1c23)N1CCN(c2ccc(F)cc2)CC1	1.1	1	0	-7	3	-0.5	0.9	-4	/	0.0
O=[N+]([O-])c1nn(-c2ccc3c(c2)OCCO3)n(O)c1=NCCCO	1.1	0.9	4	72*	0	-7.4	0.7	10	/	-0.3
CCc1nnc(NC(=O)C2CCCN2C(=O)NC2CCCCC2)s1 (centres undefined)	0.9	1	-4	-9	3	2.2	1.2	-10	4	-0.4
CCn1nc(C(=O)NC2=NCCS2)c2ccccc2c1=O	1	0.9	0	-1	-5	-2.2	0.2	-2	/	-0.1
COc1cc(C2C(S(=O)(=O)c3ccccc3)CON2C)ccc1OCc1ccc(F)cc1 (centres undefined)	1	1.1	-6	-1	-1	-0.3	0.6	0	-11	0.1
CCOC(=O)Cc1csc(NC(=S)NC(=O)c2ccc(F)cc2)n1	0.9	0.9	3	-7	-4	-3.3	4.0	16	/	0.1
Cc1ccc(CNC(=O)CCOc2ccc(C(C)(C)C)cc2)cc1	1	1	2	2	-2	0.1	3.0	-6	/	-0.2
CC1CCCC(N2CCN(C(=O)c3ccc(F)cc3)CC2)C1 (centres undefined)	/	/	/	0	/	-0.6	/	/	12	-0.4
COC(=O)c1ccc(NS(=O)(=O)c2ccc(SC)cc2)cc1	0.9	0.9	-6	-9	-8	3.9	2.1	-8	1	-0.2
CCCN(CCC)CCCNc1ccc2nnc(-c3ccc(F)cc3)n2n1	0.9	1	-3	59*	-3	-0.7	-0.7	-4	/	0.0
O=C1CCCCC1c1cccc2ccccc12 (centres undefined)	1.1	1	1	-5	1	-0.2	1.9	5	-5	-0.3
COCCCN(C)C1CCN(C(=O)Nc2ccc(F)cc2)CC1	0.9	1	0	-6	-7	-0.5	-0.3	-4	-4	-0.2
O=C(/C=C/c1cccc2ccccc12)NCCC1=CCCCC1	0.8	0.9	-2	-2	-9	-6.2	4.5	-8	/	0.1
COCCn1c(=O)[nH]c2cc(C(=O)NCc3cccnc3)ccc2c1=O	0.8	0.8	0	-2	-10	-0.5	2.6	-8	/	-0.1
Cc1cnn(-c2cc(N/N=C/c3cccc(F)c3)ncn2)c1	0.9	1	0	5	-2	-0.3	2.1	17	-9	-0.3
CC(C)CC(C(=O)NC1CCCCC1)N(Cc1cccs1)C(=O)c1snc(C(N)=O)c1N (centres undefined)	0	0.9	-4	16	-2	-1.0	1.1	-14	2	0.2
CCc1ccccc1OCCCCCNCCO	0.9	1	-5	92*	-1	-2.2	1.8	-6	-8	-0.2
O=C(Cn1[nH]c(=O)c2ccccc2c1=O)NCc1cccnc1	1	1	-5	-1	1	-3.2	-0.1	-8	-14	-0.2
CN(C)c1ccc(NC2=C([N+](=O)[O-])CS(=O)(=O)C2)cc1	0.9	1	-5	-2	-1	-0.4	-0.1	-3	/	-0.2
Cc1c(Cl)ccc2c(C(N)=O)cc(-c3ccccn3)nc12	1.1	1.1	0	-2	-5	-2.8	0.6	-5	-2	0.1
CCOC(=O)N1CCN(C(=O)CS(=O)Cc2nc(-c3ccc(C)cc3)oc2C)CC1 (centres undefined)	0.9	0.9	-1	-5	-6	-0.5	1.3	-13	-22	-0.4
COc1ccc(CCc2nc(C)ccc2O)cc1	1.1&1	1.2&1.1	1&0	3&7	-4&-8	-0.2&0.0	1.0&3.3	-7&-9	-14	-0.3&-0.3

Next part:
SMILES	PMI activator	PMI act satM6P	TNAP inh hi DEA	Lmaj promast	Efa HMGR inh	DTT redox prof	RAM inhibit	TNAP inh noacc	S1P3 antag	Hsp70 activator
CCOC(=O)c1c(NC(=O)COc2ncnc3ccccc23)sc(C(C)=O)c1C	1	1	-4	14	-2	-0.2	2.3	-6	-7	-0.2
O=C(c1ccc(F)c(S(=O)(=O)N2CCOCC2)c1)N(c1ccccc1)c1ccccn1	1.1	1	-3	2	-7	-0.3	2.1	-12	-13	-0.2
O=C(O)C=C1C2CC3CC(C2)CC1C3	1	1	-5	-2	-4	-0.6	0.4	-16	19	0.1
O=C(Nc1ccc(Cl)c(Cl)c1)OCCNC(=O)c1cccc(Cl)c1	0.8	0.9	-6	-4	-3	-2.5	3.2	-14	/	0.2
O=C(NNc1ncc(C(F)(F)F)cc1Cl)c1c(Cl)cccc1Cl	0.8	0.8	-3	-1	1	2.8	0.8	-153	/	-0.3
Cc1ccc(O)c(C2=Nc3ccccc3N=C(c3cccc([N+](=O)[O-])c3)C2)c1	0.9	0.9	0	23	-1	-0.5	0.7	-3	8	-0.4
COc1ccc(CCNC(=O)NC2CCCCC2)cc1OC	0.9	0.8	-1	-1	0	2.5	2.2	-6	40	-0.4

Some entries already given with just Lmaj promast and Efa HMGR inh.
Molecule	Lmaj promast	Efa HMGR inh
O=C(c1ccc(F)cc1)N1CCCC(c2nc(-c3cccs3)no2)C1 (centres undefined)	5	0
CCc1ccccc1OCCCCCNCCO	92*	-1
O=C(CN1c2cccc3cccc(c23)S1(=O)=O)N1CCOCC1	-8	0
